TEAD-YAP block – TEAD-YAP interaction inhibition; HEK-TIYL cells, TEAD-Gal4/YAP UAS-luciferase luminescence; inhibition, % at 9.12 µM; AID 1259422; actives 1.4% (n = 640,000); in the data active = inhibition above about 32%;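 also: 0% = median of test compound wells and 100% = reference inhibitor wells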
MITF inh – inhibitors of human MITF; O75030; AlphaScreen MITF homodimerization, bead proximity signal; inhibition, % at 2.6 µM; actives 0.91% (n = 650,000); AID 1259374; in the data active = inhibition above about 50%;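 also: 0% = vehicle wells with protein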
Target sequence (O75030 whole entry, looked up): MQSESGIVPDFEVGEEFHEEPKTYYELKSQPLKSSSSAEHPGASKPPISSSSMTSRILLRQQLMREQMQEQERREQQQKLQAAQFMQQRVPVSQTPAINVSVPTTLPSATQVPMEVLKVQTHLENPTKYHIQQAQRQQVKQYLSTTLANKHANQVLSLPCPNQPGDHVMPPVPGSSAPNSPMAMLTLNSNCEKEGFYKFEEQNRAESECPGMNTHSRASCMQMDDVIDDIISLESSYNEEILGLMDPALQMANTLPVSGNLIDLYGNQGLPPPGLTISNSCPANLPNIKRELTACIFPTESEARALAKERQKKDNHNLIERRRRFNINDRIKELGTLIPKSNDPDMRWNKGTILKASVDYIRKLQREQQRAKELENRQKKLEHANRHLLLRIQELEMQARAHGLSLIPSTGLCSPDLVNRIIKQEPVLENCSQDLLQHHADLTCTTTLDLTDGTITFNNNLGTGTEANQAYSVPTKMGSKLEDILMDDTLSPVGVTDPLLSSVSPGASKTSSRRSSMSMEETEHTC
GPR151 activ – human GPR151 activation. PathHunter beta-arrestin GPR151 cells, luminescence. activation, % at 11.2 µM. actives 1% (n = 650,000); in the data active = activation above about 4.9%;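 also: 0% = median of compound wells and 100% = cells with positive control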
Target sequence (Q8TDV0 whole entry, looked up): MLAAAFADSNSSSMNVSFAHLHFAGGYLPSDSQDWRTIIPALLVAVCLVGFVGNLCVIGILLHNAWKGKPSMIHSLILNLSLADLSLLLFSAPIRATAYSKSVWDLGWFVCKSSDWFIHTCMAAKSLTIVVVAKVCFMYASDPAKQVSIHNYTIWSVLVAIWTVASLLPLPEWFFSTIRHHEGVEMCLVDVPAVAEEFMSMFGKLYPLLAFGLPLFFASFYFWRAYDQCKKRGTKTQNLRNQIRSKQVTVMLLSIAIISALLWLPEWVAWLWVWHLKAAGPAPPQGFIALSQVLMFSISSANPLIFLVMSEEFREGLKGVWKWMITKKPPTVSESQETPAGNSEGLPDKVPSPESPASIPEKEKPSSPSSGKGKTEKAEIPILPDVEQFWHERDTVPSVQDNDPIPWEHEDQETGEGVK
FBW7 act – human FBW7 E3 ligase activation, primary screen; normalized activity (activation), % at 26.1 µM; actives 0.13% (n = 650,000); AlphaScreen FBW7–phospho-cyclin E peptide binding, activator screen; Q969H0; in the data active = normalized activity above about 1.9%;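 also: purified mutant Fbw7 with reduced substrate affinity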
The depositor's hits bear a star; & = joins results of further samples.

mol | TEAD-YAP block | MITF inh | GPR151 activ | FBW7 act
CC1=C(C(=O)Nc2nc3ccccc3s2)C(c2ccc(F)cc2)C2=C(CC(C)(C)CC2=O)N1 (centres undefined) | 10.0 | 12.4 | 0.9 | 0.3
CCC(=O)N(CCOC)Cc1cc2cc3c(cc2[nH]c1=O)OCO3 | -3.7 | 2.7 | -1.3 | -0.1
CCS(=O)(=O)c1ncc(Cl)c(C(=O)Nc2ccccc2Cl)n1 | 19.3 | 2.0 | -0.1 | 0.0
C=CCSc1nnc2c(n1)OC(c1ccc3c(c1)OCO3)Nc1ccccc1-2 (centres undefined) | -18.7 | -4.1 | 1.5 | -0.1
CCOC(=O)c1c(NC(=O)c2cc([N+](=O)[O-])ccc2N2CCN(C)CC2)sc2c1CCCC2 | -3.9 | -5.1 | 0.5 | 0.1
O=C1Nc2cc(Cl)ccc2Oc2cc([N+](=O)[O-])cc(Oc3cccc(Cl)c3Cl)c21 | 9.2 | 20.0 | -0.6 | 0.1
Cc1ccc(-c2csc3nc(CN4CC(C)OC(C)C4)[nH]c(=O)c23)cc1 (centres undefined) | 15.2 | 9.7 | 1.2 | 0.1
Cc1ccc(N2CC(C(=O)NCc3ccc(S(N)(=O)=O)cc3)CC2=O)cc1 (centres undefined) | -4.6 | 0.3 | 0.7 | -0.1
CC(=O)Nc1ccc(Nc2nc(Cl)nc3c2ncn3-c2ccccc2)cc1 | -4.2 | 14.6 | -1.0 | -0.1
O=C(C1CC1)N1CCc2cc(S(=O)(=O)NCc3ccc4c(c3)OCO4)ccc21 | -4.8 | 4.3 | 0.5 | -0.1
Cc1ccc(N=c2scc(-c3ccc(S(=O)(=O)N4CCCC4)cc3)n2C)cc1 | -7.8 | 1.6 | 1.5 | -0.1
Cc1cc(C)n(-c2ccc(NC(=O)C3CCN(Cc4cnc(C)nc4)CC3)cc2)n1 | 2.6 | -15.9 | 0.1 | -0.2
O=C(CN1CCSCC1)N/N=C/c1ccc([N+](=O)[O-])cc1 | -2.8 | -46.9 | -0.7 | 0.1
COc1cc(/C=C2\N=C3CCCCCN3C2=O)ccc1O | 0.3 | 9.8 | -0.8 | 0.1
N#C/C(=C\c1c(Oc2ccccc2Cl)nc2ccccn2c1=O)C(=O)NC1CCCCC1 | 9.5 | 14.8 | -8.4 | 1.0
CCOC(=O)C1=C(O)/C(=C/c2ccc([N+](=O)[O-])cc2)SC1=Nc1ccccc1 | -2.1 | 3.5 | -0.2 | 0.0
COc1ccc(Cl)cc1NC(=O)C(=O)NC(C)c1ccccc1 (centres undefined) | 0.1 | 12.2 | -1.1 | 0.0
COc1ccc(NC(=O)c2cc3nc(-c4ccc(Cl)cc4)cc(C(F)(F)F)n3n2)cc1Cl | 5.8 | 24.3 | -1.2 | 0.2
CC(=O)NC(=S)NNC(=O)COc1ccccc1C | -10.4 | -1.4 | 1.9 | -0.1
N#CC(C#N)=c1ccc(=C(C#N)c2ccc(N3CCCCC3)cc2)cc1 | -73.4 | 1.5 | -7.2 | 0.1
COc1ccc(S(=O)(=O)NC(CC(=O)NC2CCCC2)C(C)C)cc1 (centres undefined) | 3.6 | -3.5 | -0.2 | 0.0
c1ccc(CNc2n[nH]c(NCc3ccccc3)n2)cc1 | -7.4 | -11.9 | -0.2 | -0.2
NNC(=O)C1CCCN(S(=O)(=O)c2ccc(Cl)cc2)C1 (centres undefined) | -7.3 | -2.4 | 0.2 | -0.1
CCCC(=O)NC(=S)Nc1ccc(S(=O)(=O)N2CCc3ccccc32)cc1 | 15.7 | 15.0 | 0.1 | 0.6
Cn1cc([N+](=O)[O-])c(C(=O)NCC(=O)O)n1 | -7.0 | -10.7 | 0.0 | -0.1
Nc1nc(-c2c[nH]c3ccccc23)cs1 | -5.5 | 0.7 | -0.9 | -0.4
Cc1oc(C(C)(C)C)cc1C(=O)NC(Cc1ccccc1)C(=O)O (centres undefined) | 3.5 | 20.6 | -1.2 | 0.4
O=C(Nc1cc(Oc2ccccc2)cc(Oc2ccccc2)c1)c1cc2nc(-c3ccccc3)cc(C(F)(F)F)n2n1 | 5.5 | 1.6 | -0.1 | -0.2
CCOCCCNC(=O)c1nnc(-c2cccnc2)o1 | -5.0 | 11.8 | 0.5 | 0.1
COC(=O)c1c(N2C(N)=C(C#N)C(c3ccc4c(c3)OCO4)C3=C2CCCC3=O)sc2c1CCCCC2 (centres undefined) | 0.6 | 15.9 | -0.9 | 0.1

The last 4 entries of the section above are carried over, then new ones follow:
mol | TEAD-YAP block | MITF inh | GPR151 activ | FBW7 act
Cc1oc(C(C)(C)C)cc1C(=O)NC(Cc1ccccc1)C(=O)O (centres undefined) | 3.5 | 20.6 | -1.2 | 0.4
O=C(Nc1cc(Oc2ccccc2)cc(Oc2ccccc2)c1)c1cc2nc(-c3ccccc3)cc(C(F)(F)F)n2n1 | 5.5 | 1.6 | -0.1 | -0.2
CCOCCCNC(=O)c1nnc(-c2cccnc2)o1 | -5.0 | 11.8 | 0.5 | 0.1
COC(=O)c1c(N2C(N)=C(C#N)C(c3ccc4c(c3)OCO4)C3=C2CCCC3=O)sc2c1CCCCC2 (centres undefined) | 0.6 | 15.9 | -0.9 | 0.1
CCOC(=O)Cn1c(=O)c2c(nc3n(-c4ccc(F)cc4)c(C)cn23)n(C)c1=O | 1.8 | 5.2 | 2.1 | 0.3
CC(=O)c1cccc(NC(=O)c2cc(C)on2)c1 | -18.6 | -1.4 | -0.7 | 0.0
Cc1ccc(S(=O)(=O)Nc2cc3c4c(oc3c3ccccc23)CCC(C)C4)cc1 (centres undefined) | 0.3 | -8.6 | -0.7 | 0.1
Cc1cccc(C)c1NC(=O)N1CCC(n2c(=O)[nH]c3ccccc32)CC1 | 2.3 | 2.5 | 2.5 | -0.1
Cc1cccc(-n2c(CNC(=O)Cc3ccccc3)nnc2SCC(=O)N2N=C(c3cccs3)CC2c2ccc(F)cc2)c1 (centres undefined) | 13.8 | 6.3 | -0.6 | -0.1
CCOC(=O)c1ccc(-n2c(C)ccc2C)cc1[N+](=O)[O-] | -0.9 | 17.1 | -0.5 | 0.0
Nc1ncc(-c2cccc(OC(F)(F)F)c2)nc1N1CCOCC1 | 3.9 | -1.2 | 0.0 | -0.1
COc1ccc(/C=C/C(=O)Nc2ccc([N+](=O)[O-])cn2)cc1 | -5.9 | -15.7 | 0.9 | 0.1
COc1ccc(-n2c(O)c(C=Nc3cc(OC)c(OC)c(OC)c3)c(=O)[nH]c2=O)cc1 | 8.2 | -7.2 | 0.4 | -0.1
CCOc1cc(Cl)ccc1[N+](=O)[O-] | -5.9 | -2.5 | 0.0 | 0.5
C=CCC(O)(CC=C)CNC(=O)CCC1(Cc2ccc3ccccc3c2)CCC(=O)N1 (centres undefined) | -7.7 | 9.6 | -0.7 | 0.1
CCC(Oc1ccccc1)C(=O)N1CCCCC1C (centres undefined) | -3.5 | -19.2 | -1.4 | 0.1
Cc1ccc(NC2OC(CO)C(O)C2O)cc1C (centres undefined) | -10.9 | 10.6 | 1.5 | -0.5
COc1cccc(/C=N/n2cnnc2)c1OCc1ccccc1 | 0.8 | -3.4 | -0.4 | 0.0
O=C1C2C3C=CC(C3)C2C(=O)N1/N=C/c1ccccc1I (centres undefined) | 1.5 | -17.0 | 0.1 | -0.2
COC(c1ccccc1)c1nnc(CCC(=O)NCCc2ccc(C(F)(F)F)cc2)o1 (centres undefined) | -2.8 | 5.5 | -0.4 | -0.1
COc1cccc(OC)c1C(=O)OCC(=O)c1cc(C)n(-c2ccc3c(c2)OCO3)c1C | -1.9 | 19.0 | 0.8 | 0.0
O=C(CS(=O)(=O)c1ccc(C(F)(F)F)cc1Cl)Nc1cccc(C(=O)O)c1 | -3.1 | -8.6 | -0.9 | 0.0
Cc1cc(Br)ccc1NC(=O)c1cn(-c2ccc(Cl)cc2)c(=O)c2ccccc12 | -5.2 | 4.4 | 3.0 | -0.1
CC(=O)Nc1c(C(=O)O)[nH]c2ccc(F)cc12 | 2.0 | -4.3 | -0.3 | -0.3
Cc1ccccc1-c1nc(CS(=O)(=O)CC(=O)N2CCCCCC2)c(C)o1 | -7.6 | -5.5 | 0.0 | -0.2
COc1ccc(NC(=O)c2cccnc2Cl)cc1 | -11.2 | 9.6 | 0.0 | 0.0
COc1cc(/C=N/NC(=O)C(C)Oc2ccc(Cl)cc2C)ccc1O (centres undefined) | 7.4 | 20.3 | 0.0 | 0.7
CCOc1ccccc1/C=C1\N=C(c2ccc(OC)cc2Br)OC1=O | 0.3 | -4.7 | 0.4 | -0.1
Cc1cccc(/C=C2\SC(=S)N(C(C)C(=O)O)C2=O)c1 (centres undefined) | 8.0 | 1.9 | -0.5 | 0.4
NC(=O)c1ccc(-c2cc(C(=O)NCc3ccccc3)ccn2)cc1 | 4.8 | 12.7 | -0.1 | 0.7
NC(=O)c1cc2cc([N+](=O)[O-])ccc2oc1=Nc1ccccc1 | 2.9 | -1.1 | 0.6 | 0.0
COc1ccc(C2CC(=O)C3=C(C2)NC(C)=C(C(=O)OCCOc2ccccc2)C3c2ccc(OC)cc2)cc1 (centres undefined) | -1.2 | -18.6 | 1.4 | 0.2
Cc1ccc2c(c1)-c1c(cnn1CC(=O)NCc1ccccn1)CO2 | -1.9 | -4.0 | -0.6 | -0.1
O=C(NNS(=O)(=O)c1ccc(Br)cc1)C12CC3CC(CC(Cl)(C3)C1)C2 | 1.0 | -5.7 | -0.3 | 0.2
O=S1(=O)CC(Cl)C(NS(=O)(=O)c2ccc(F)cc2)C1 (centres undefined) | -6.6 | 2.7 | -0.8 | 0.0
O=C(Nc1nc2ccc(Cl)cc2s1)c1cccc([N+](=O)[O-])c1 | -4.6 | 1.4 | 2.1 | 0.2
CC1(C)Cc2cccc(OCC(=O)Nc3ccc4c(c3)OCCO4)c2O1 | 12.8 | -7.1 | -0.8 | 0.1
COc1cc(C=O)cc(I)c1OC(C)=O | -9.2 | 11.6 | 2.2 | 0.6
COc1ccc(C(C)NC(=O)Cc2cccc3ccccc23)cc1 (centres undefined) | -0.4 | -6.8 | 0.8 | -0.1
COc1cc2nc(Cc3cccs3)n(NC(=O)c3cccs3)c(=O)c2cc1OC | 5.2 | -2.4 | -1.3 | 0.0
Cc1cc2c(cc1S(=O)(=O)N1CCN(C3CCCCC3)CC1)n(C)c(=O)c(=O)n2C | -3.2 | -3.0 | -2.5 | 0.5
Cc1ccc2nc(-c3ccc(Cl)c(NC(=O)c4ccc(Br)o4)c3)oc2c1 | -10.2 | 0.9 | -1.0 | -0.2
O=C(NC(=S)Nc1ccc(N2CCOCC2)cc1)c1ccc(Br)cc1 | -3.9 | 4.7 | 1.0 | -0.2
COc1ccc(-n2nnnc2SCC(=O)Nc2nonc2-c2nc3ccccc3n2C)cc1 | 6.3 | -5.2 | 1.5 | -0.1
COc1cccc(CNCCC2CCC(=O)N2CCc2ccccc2)c1 (centres undefined) | 0.8 | 23.8 | -1.6 | 0.3
O=C(NNc1ccccc1)c1ccccc1Cl | -3.6 | -6.5 | -0.2 | 0.0
COc1ccccc1CC(=O)N(Cc1nc(-c2ccc(C)cc2)no1)C(C)C | 9.3 | 1.8 | 0.6 | -0.2
CCOC(=O)C1=C(CN2CCn3cccc3C2C)NC(=O)NC1c1ccc(F)cc1 (centres undefined) | -2.0 | -0.5 | 1.1 | 0.0
COc1cc(NC(=O)c2nn(C34CC5CC(CC(C5)C3)C4)cc2[N+](=O)[O-])cc(OC)c1 | 3.0 | 10.1 | -0.2 | -0.1
Cc1cc(OCC(=O)N2CCN(c3ccc([N+](=O)[O-])cc3)CC2)ccc1Br | -6.4 | 19.9 | -0.9 | 0.1
O=C1/C(=C\c2ccccc2)N=C(c2ccccc2)N1c1cccc2ccccc12 | 6.4 | -28.5 | -0.6 | 0.1
N#CCOc1ccccc1/C=N/NC(=O)C(=O)N/N=C/c1ccccc1OCC#N | 2.0 | 11.6 | 0.2 | 0.1
O=C(NCCc1ccccc1)C(Cl)Cl | -16.0 | -3.6 | 1.6 | -0.1
C[N+]1(C)CCCC(OC(=O)C(O)(c2ccccc2)c2ccccc2)C1 (centres undefined) | 12.2 | 25.2&15.3&3.0 | -1.0&-2.0&-2.3 | -0.1&0.6&0.0
N#C/C(=C(/O)COC(=O)c1ccccc1NC(=O)c1ccco1)c1nc2ccccc2s1 | -15.9 | 4.6 | 2.2 | 0.0
COc1ccc(C2C(=O)N(C3CCCCCC3)CC(=O)N2Cc2ccc(C)cc2)cc1 (centres undefined) | -8.9 | 6.6 | 0.3 | 0.1
COc1ccc(S(=O)(=O)N2CCCCCC2)cc1C(=O)OC1CCCCC1=O (centres undefined) | -3.4 | 6.8 | 0.4 | 0.0
CCOC(=O)Cc1nn2c(=O)cc(C)nc2s1 | -0.4 | 21.2 | -1.2 | 0.2
COc1ccc(-n2nc(C(=O)NCC(=O)Nc3cccc(Cl)c3)c3ccccc3c2=O)cc1OC | 2.8 | -2.0 | 0.2 | -0.1
Cn1cc(-c2cnc3c(Nc4ccc(O)cc4)nccn23)cn1 | 1.5 | -22.0 | -2.9 | 0.2
COc1ccccc1NC(=O)N1CCc2ccccc2C1 | -5.6 | 0.1 | -1.3 | 0.0
N#Cc1cc2c(nc1SCC(=O)Nc1ccc(S(=O)(=O)Nc3nccs3)cc1)CCCC2 | -2.3 | 5.7 | -0.5 | -0.1
COC(=O)c1ccc(N2C(=O)CC(N3CCCCC3)C2=O)cc1 (centres undefined) | 16.4 | 9.2 | 0.6 | 0.0
